Screening data deposited in PubChem BioAssay by Sanford-Burnham Center for Chemical Genomics.
MT1-MMP txn act – MT1-MMP promoter transcription activation; HT1080 MT1-MMP promoter luciferase reporter, luminescence, overnight; stronger effect = higher value; activation factor at 10 µM; 86,000 compounds, 0.16% hits;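 active = activation factor of at least 2 for MT1-MMP transcription at 10 µM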
CYP2C9 activ – increases human cytochrome P450 2C9 activity; P11712; recombinant CYP2C9, luciferin-H conversion, luminescence; stronger effect = higher value; factor 1 = untreated enzyme, 0 = blocked; activation factor at 5 µM; 96,000 compounds, 1.4% hits; AID 1024;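 active = activation factor of 2 or more for CYP2C9 at a 5 µM dose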;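 also: 0 = sulfaphenazole-blocked wells and 1 = vehicle-only wells; values of inactives mirror those of a sister screen read the other way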
CYP2C19 inh – inhibitors of human CYP2C19; 96,000 compounds, 21% hits; inhibition, % at 5 µM; CYP2C19 Supersomes, luciferin-H EGE luminescence, 30 min; P33261;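 active = CYP2C19 inhibition above a set limit at 5 µM in the primary screen, cut at about 50% in these data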;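 also: plate controls were negative control wells for no effect and 2.5 mM tranylcypromine positive control for full effect; values of inactives mirror those of a sister screen read the other way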
Target sequence (P33261 whole entry, looked up): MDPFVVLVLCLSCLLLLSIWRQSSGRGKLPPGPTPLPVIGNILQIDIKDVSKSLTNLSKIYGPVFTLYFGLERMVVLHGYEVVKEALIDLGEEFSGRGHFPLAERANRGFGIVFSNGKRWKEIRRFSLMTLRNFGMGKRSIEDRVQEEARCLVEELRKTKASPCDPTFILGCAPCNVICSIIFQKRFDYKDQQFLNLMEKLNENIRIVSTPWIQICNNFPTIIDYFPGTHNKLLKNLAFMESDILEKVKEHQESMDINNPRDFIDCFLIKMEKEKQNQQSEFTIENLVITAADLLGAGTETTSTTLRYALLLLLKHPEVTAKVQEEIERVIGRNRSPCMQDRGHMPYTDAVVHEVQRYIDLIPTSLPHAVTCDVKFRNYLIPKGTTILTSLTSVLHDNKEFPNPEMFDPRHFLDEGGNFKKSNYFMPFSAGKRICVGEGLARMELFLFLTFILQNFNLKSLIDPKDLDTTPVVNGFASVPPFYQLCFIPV
Pyk2 oligo antag – Pyk2 (human) oligomerization antagonism; Q14289; Q293 cells, Pyk2 FERM NanoBiT luminescence; stronger effect = lower value; z-score (the deposit names both 25 µM and 10 µM); 99,000 compounds, 0.83% hits; AID 1347419;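 active = Z-score of -3 or lower, scaled per plate to the spread of control and sample wells; inactive = z-score above -3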;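 also: negative z-score means lost luminescence so less FERM oligomerization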
PLAP activator – activates human placental alkaline phosphatase. P05187. purified PLAP enzyme, luminescent substrate read-out; stronger effect = higher value. activation fold at 20 µM. 96,000 compounds, 1.2% hits. AID 696; in the data active = activation fold above about 2
Target sequence (P05187 whole entry, looked up): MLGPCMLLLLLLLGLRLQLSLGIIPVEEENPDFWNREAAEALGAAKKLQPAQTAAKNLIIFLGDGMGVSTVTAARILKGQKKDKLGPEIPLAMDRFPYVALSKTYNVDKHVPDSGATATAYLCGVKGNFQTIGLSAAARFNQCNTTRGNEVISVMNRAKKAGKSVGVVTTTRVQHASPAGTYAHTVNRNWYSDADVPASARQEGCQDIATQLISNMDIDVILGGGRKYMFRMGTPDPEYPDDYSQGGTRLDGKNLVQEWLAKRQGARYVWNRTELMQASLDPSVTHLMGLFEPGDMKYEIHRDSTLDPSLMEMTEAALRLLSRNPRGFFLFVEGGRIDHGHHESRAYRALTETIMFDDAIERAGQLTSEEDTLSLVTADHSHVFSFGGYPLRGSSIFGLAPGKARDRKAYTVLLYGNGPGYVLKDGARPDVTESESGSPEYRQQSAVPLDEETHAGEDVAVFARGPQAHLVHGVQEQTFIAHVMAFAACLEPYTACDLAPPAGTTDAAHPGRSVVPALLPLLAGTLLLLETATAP
Mac1 fbg inh – inhibitors of human CD11b/CD18 binding to fibrinogen; K562 CD11b/CD18 adhesion to fibrinogen, ATPlite luminescence; Mn2+ added to activate the integrin; inhibition, % at 10 µM; 93,000 compounds, 0.54% hits;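 active = primary inhibition of 50% or more at 10 µM, then 40% or more on retest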; also: some results filed as inactive read as strong as hits
CYP2C9 inh – inhibitors of human CYP2C9. P11712. CYP2C9 Supersomes, luciferin-H conversion, luminescence. inhibition, % at 5 µM. 96,000 compounds, 20% hits. AID 777;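 active = blocking of liver enzyme CYP2C9 beyond about 50% at 5 µM, limit read from the data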; also: values of inactives mirror those of a sister screen read the other way
CD11b adhes enh – enhancers of human CD11b/CD18 binding to fibrinogen | P05107+P11215 | K562 CD11b/CD18 adhesion to fibrinogen, ATPlite luminescence | activation, % at 10 µM | 93,000 compounds, 0.07% hits | AID 1499;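 active = 10 µM primary screen giving 50% or more activity, confirmed by 40% or more on retest at that dose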; also: strong numbers were not always called active; reference of the scale not given here
CYP2C19 act – cytochrome P450 2C19 (human) activation. P33261. recombinant CYP2C19, luciferin-H EGE luminescence; stronger effect = higher value; 0 = fully inhibited enzyme, 1 = untreated enzyme. activation factor at 5 µM. 96,000 tested, under 10 active. AID 1025;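 active = activation factor of at least 2 at 5 µM in the primary screen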;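 also: 0 = wells with 2.5 mM tranylcypromine and 1 = vehicle-only wells; values of inactives mirror those of a sister screen read the other way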
The depositor's hits bear a star; . = no result given.

Every second line gives: MT1-MMP txn act | CYP2C9 activ | CYP2C19 inh | Pyk2 oligo antag | PLAP activator | Mac1 fbg inh | CYP2C9 inh | CD11b adhes enh | CYP2C19 act
COc1ccc(C(=O)Nc2nc3ccc4nc(C)sc4c3s2)cc1
    . | 0.9 | -11.8 | . | 1.1 | 6.3 | 12.9 | 12.4 | 1.1
O=C(CSc1nc2ccccc2c(=O)n1NC(=O)Cc1ccccc1)NCc1ccccc1
    1.2 | 0.1 | 46.1 | 0.58 | 0.9 | 2.0 | 92.8* | -5.8 | 0.5
COc1cc(C)nc(Oc2ccc(OCCOc3ccc(C)cc3)nn2)n1
    1 | 0.5 | 35.2 | 0.85 | 1.3 | -4.9 | 47.5 | -3.7 | 0.6
Cc1ccc(N2C(=O)C(Cl)=C(Nc3c(C)n(C)n(-c4ccccc4)c3=O)C2=O)cc1
    1 | 1.1 | -8.9 | 1.99 | 1.3 | -4.2 | -5.9 | -1.5 | 1.1
CC(OC(=O)c1cccs1)C(=O)NCc1cccs1 (centres undefined)
    1.2 | 0.4 | 95.2* | 0.68 | 0.9 | -17.5 | 62.0* | -3.8 | 0
CC(C)Cn1c(SCc2nc3ccccc3c(=O)[nH]2)nc2ccccc2c1=O
    . | 0.2 | 55.1* | -1.79 | 0.8 | . | 80.4* | . | 0.4
CCN(C(=O)c1coc(=O)c(Br)c1)c1ccc2c(c1)OCO2
    1 | 0.4 | 58.8* | 1.07 | 1 | -12.7 | 61.6* | 1.4 | 0.4
CC(C)n1c2ccccc2c2nc3ccccc3nc21
    1.1 | 0.9 | 4.3 | -1.15 | 0.9 | -8.1 | 14.9 | 9.6 | 1
CC1=C(C(=O)O)N2C(=O)C(NC(=O)c3nn(C)cc3Cl)C2SC1 (centres undefined)
    . | 1.1 | -10.0 | 0.33 | 0.9 | . | -7.4 | . | 1.1
O=C(Oc1ccc(N(Cc2cccs2)C2=NS(=O)(=O)c3ccccc32)cc1)c1ccccc1F
    1.1 | 0 | 69.0* | -1.97 | 0.9 | -0.6 | 97.3* | -6.5 | 0.3
CCOc1ccc(/C=N/n2c(SC)nnc(C(C)(C)C)c2=O)cc1
    1.4 | 0.8 | 9.8 | -0.67 | 0.9 | -6.4 | 23.5 | -1.9 | 0.9
CC1=C([N+](=O)[O-])C(c2ccccc2)C2=C(N1)c1ccccc1C2=O (centres undefined)
    . | 0.5 | 36.1 | -1.39 | 1 | 31.3 | 46.7 | -4.2 | 0.6
Oc1ccc(C=Nc2ccc(N3CCOCC3)cc2)c(O)c1
    1.4 | 0.9 | -3.7 | 0.5 | 1.1 | 3.1 | 8.1 | 7.1 | 1
CCC(Sc1nc2cc3c(cc2c(=O)n1Cc1ccco1)OCO3)C(=O)Nc1ccccc1OC (centres undefined)
    0.9 | 0.9 | 0.2 | -1.2 | 1 | -4.9 | 9.4 | 9.6 | 1
CCOCCc1nnc(NC(=O)Cc2ccc(Br)cc2)s1
    1 | 0.9 | 11.2 | 1.2 | 1.2 | -3.6 | 6.2 | -3.0 | 0.9
CCCC(=O)Nc1ccc(C(=O)/C=C/c2ccc(SC)cc2)cc1
    . | 0.3 | 50.3* | -0.77 | 0.8 | -14.0 | 73.4* | 7.8 | 0.5
CC(C)(C)CC(C)(C)NCC(O)COc1c(F)cc(Br)cc1F (centres undefined)
    1.2 | 1 | 9.3 | 1.23 | 1.3 | 3.7 | 1.9 | -2.7 | 0.9
O=C(Cn1c(C(=O)N2CCN(C3CCCCC3)CC2)cc2sccc21)c1ccccc1
    1.1 | 0.3 | 87.3* | -2.14 | 1.7 | 5.8 | 73.0* | 1.3 | 0.1
Cc1c(C(=O)O)sc(=S)n1-c1ccccc1
    1 | 1 | 7.7 | -2.38 | 1.1 | 11.5 | 2.8 | -1.2 | 0.9
O=C1[C@@H]2[C@H](C(=O)N1Cc1ccco1)[C@H]1C=C[C@@H]2C1
    1.1 | 0.8 | 21.6 | 0.91 | 0.8 | 6.8 | 18.9 | -5.3 | 0.8

3 structures already listed, sorted by number of heavy atoms, low to high:
Every second line gives: MT1-MMP txn act | CYP2C9 activ | CYP2C19 inh | Pyk2 oligo antag | PLAP activator | Mac1 fbg inh | CYP2C9 inh | CD11b adhes enh | CYP2C19 act
CC1=C(C(=O)O)N2C(=O)C(NC(=O)c3nn(C)cc3Cl)C2SC1 (centres undefined)
    . | 1.1 | -10.0 | 0.33 | 0.9 | . | -7.4 | . | 1.1
CC1=C([N+](=O)[O-])C(c2ccccc2)C2=C(N1)c1ccccc1C2=O (centres undefined)
    . | 0.5 | 36.1 | -1.39 | 1 | 31.3 | 46.7 | -4.2 | 0.6
Cc1ccc(N2C(=O)C(Cl)=C(Nc3c(C)n(C)n(-c4ccccc4)c3=O)C2=O)cc1
    1 | 1.1 | -8.9 | 1.99 | 1.3 | -4.2 | -5.9 | -1.5 | 1.1

More results:
Every second line gives: MT1-MMP txn act | CYP2C9 activ | CYP2C19 inh | Pyk2 oligo antag | PLAP activator | Mac1 fbg inh | CYP2C9 inh | CD11b adhes enh | CYP2C19 act
COc1cccc(C2CC(c3ccc(F)cc3)Nc3nc(N)nn32)c1 (centres undefined)
    1.1 | 1.1 | 18.0 | . | 1.1 | -13.5 | -8.7 | 2.8 | 0.8
COc1cc(CC(=O)Nc2ccc(S(=O)(=O)Nc3ncccn3)cc2)cc(OC)c1OC
    1 | 0.9 | 3.3 | 0.44 | 1.5 | -6.5 | 12.3 | -0.7 | 1
CC1CN(CC(=O)N2CCc3[nH]c4ccccc4c3C2)CC(C)O1 (centres undefined)
    1.1 | 0.9 | 26.5 | 0.12 | 1.2 | -7.6 | 11.3 | 1.5 | 0.7
CCCCOc1ccc(CSC(=N)N)cc1[N+](=O)[O-]
    1.5 | 0.8 | 16.6 | 0.38 | 0.3 | -3.0 | 20.0 | -4.4 | 0.8
CCC(c1nnnn1Cc1ccco1)N(Cc1cc2cc(C)cc(C)c2[nH]c1=O)CC1CCCO1 (centres undefined)
    1.1 | 0.2 | 74.4* | 1.51 | 1.6 | -2.0 | 79.1* | -2.7 | 0.3
COc1ccc(-c2nc3n(c(=O)c2C#N)CCCS3)cc1
    . | 1 | 19.5 | 0.15 | 0.8 | -4.7 | 3.5 | 6.9 | 0.8
CN1CCN(c2nc(NCCOC34CC5CC(CC(C5)C3)C4)nc(OCC(F)(F)F)n2)CC1
    1.1 | 1 | 38.7 | 0.02 | 1.6 | . | -1.8 | . | 0.6
O=C(Nc1nccc(-c2cccs2)n1)c1cccs1
    . | 0.8 | 16.8 | 1.28 | 1 | 9.3 | 20.6 | 19.8 | 0.8
CCOC(=O)C1CCCN(c2c(NCCCN(C)c3ccccc3)c(=O)c2=O)C1 (centres undefined)
    1.2 | 1 | 23.9 | . | 1.1 | 16.1 | 2.7 | -2.3 | 0.8
CCC(=O)NC(Nc1sc2c(c1C(=O)OC)CCCC2)(C(F)(F)F)C(F)(F)F
    . | 1.1 | -8.2 | -0.83 | 0.9 | . | -13.4 | . | 1.1
O=C(Cn1nc(-c2ccc(Cl)cc2)c2ccccc2c1=O)NCC1CCCO1 (centres undefined)
    1.2 | 0.8 | 5.9 | 0.61 | 1 | 11.0 | 16.3 | -3.6 | 0.9
CS(=O)(=O)Nc1ccccc1C(=O)N1CCOCC1
    1.1 | 1.4 | -7.9 | 2.74 | 0.8 | -1.1 | -40.6 | -2.0 | 1.1
O=C(CCNS(=O)(=O)c1cccc2nsnc12)NCCc1ccccc1
    1 | 1.2 | 51.5* | -0.16 | 1 | -14.4 | -17.6 | -1.2 | 0.5
Cc1cc2c3c(c1)C1(SCC(=O)N1c1ccc(F)cc1)C(=O)N3C(C)(C)CC2C (centres undefined)
    1.1 | 0.6 | 38.0 | -1.86 | 1.7 | 5.5 | 39.2 | 4.3 | 0.6
Cn1c(O)c(C=NC(CC(N)=O)C(=O)O)c(=O)n(C)c1=O (centres undefined)
    1.1 | 1.1 | 1.6 | . | 1.3 | 0.3 | -13.4 | -0.9 | 1
COc1cc(C2Nc3ccc4ncccc4c3C3=C2C(=O)CCC3)ccc1O (centres undefined)
    1.1 | 0.3 | 91.2* | -0.24 | 0.9 | -9.7 | 65.6* | -2.6 | 0.1
COc1cc(C(=O)Nc2cc(C)c(OCC(=O)N3CCOCC3)c(C)c2)cc(OC)c1OC
    1 | 0.9 | 3.2 | 0.38 | 1.8 | 6.1 | 8.9 | 5.2 | 1
CC(=O)Nc1cccc(NC(=O)c2ccco2)c1
    1.3 | 1.1 | -7.8 | 0.1 | 1 | -7.6 | -12.5 | -0.6 | 1.1
COc1cc2[nH]c(=O)n(CCCC(=O)NCCc3ccccc3)c(=O)c2cc1OC
    1 | 0.9 | -3.7 | 0.32 | 1 | 10.8 | 10.6 | 0.3 | 1
COc1ccccc1-c1nnc(SCC(=O)NCc2c(C)c(Cl)cc(C(C)C)c2O)o1
    1.3 | 3* | 36.2 | -1.74 | 1 | 73.8 | -201.4 | -3.8 | 0.6

Next part.
Every second line gives: MT1-MMP txn act | CYP2C9 activ | CYP2C19 inh | Pyk2 oligo antag | PLAP activator | Mac1 fbg inh | CYP2C9 inh | CD11b adhes enh | CYP2C19 act
CCC(c1nnnn1CCc1ccccc1)N1CCN(c2ccc(OC)cc2)CC1 (centres undefined)
    1.2 | 0.8 | 29.6 | -0.98 | 1 | -9.6 | 24.9 | 1.0 | 0.7
O=C(c1ccccc1)c1ccc(OCC(O)CN2CCCCC2)cc1 (centres undefined)
    1.1 | 0.9 | 17.8 | 1.56 | 1.3 | -32.8 | 9.2 | 0.9 | 0.8
COc1cc2c(cc1OC)/C(=C/C(=O)N1CCOCC1)NC(C)(C)C2
    1 | 1 | 0.6 | . | 1.4 | . | 3.1 | . | 1
COc1cc(/C=N\NC(=O)CN2CCOCC2)ccc1OCC(=O)Nc1ccc(C)c(C)c1
    . | 0.9 | 31.6 | -0.91 | 1.2 | . | 10.1 | . | 0.7
COCCSc1nnc(-c2cccc(C#N)c2)n1C
    1.1 | 1.1 | 8.7 | 0.37 | 0.9 | 3.5 | -9.6 | 0.1 | 0.9
CCn1c(=O)c(C(=O)CN(C)Cc2cccc(OC)c2OC)c(N)n(Cc2ccccc2)c1=O
    1.1 | 0.7 | 67.4* | -0.1 | 1.6 | 22.9 | 33.9 | 3.8 | 0.3
CC(NC(=O)c1noc2c1CCCCC2)c1ccccc1 (centres undefined)
    1.3 | 0.9 | -7.7 | . | 1 | 16.6 | 9.6 | 0.6 | 1.1
Cc1nnc(SCc2ccc(Cl)cc2Cl)[nH]c1=O
    1.2 | 0.2 | 11.0 | 0.85 | 1.1 | -18.4 | 80.5* | 1.8 | 0.9
O=C(CSc1nc2ccccc2o1)NC(=O)NCc1ccco1
    1.1 | 0.8 | 51.1* | 1.02 | 1.3 | 4.3 | 24.9 | 0.9 | 0.5
Cc1cccc(-n2c(SCc3cc(=O)n4ccsc4n3)nc3ccccc3c2=O)c1
    . | 0.5 | 22.0 | -2.08 | 1.3 | -8.9 | 49.5 | 2.0 | 0.8
Cc1ccn2c(C(=O)c3ccc(Cl)cc3)cnc2c1
    0.8 | 0.3 | 79.4* | -1.57 | 1.3 | 15.9 | 75.0* | -3.5 | 0.2
CC1=NN(C(N)=S)C(=O)C1N=Nc1c(C)cc(C)cc1C (centres undefined)
    1.1 | 1 | -4.8 | -0.6 | 1.6 | 4.3 | 2.9 | -2.0 | 1
O=C(c1cnc2ccccn2c1=O)N1CCc2ccccc21
    1.1 | 1.4 | 3.5 | -0.41 | 0.9 | -21.0 | -35.1 | -3.0 | 1
Cc1cc(C(=O)Cn2nnc3ccccc3c2=O)c(C)n1-c1c(C)n(C)n(-c2ccccc2)c1=O
    1.1 | 0.8 | 2.3 | -0.46 | 1.7 | 2.4 | 23.3 | 0.3 | 1
COC(=O)c1ccc(CC(=O)c2ccc(O)cc2O)o1
    1.3 | 0.5 | 31.0 | -0.89 | 1 | -5.0 | 52.5* | -1.6 | 0.7
